Compound activity (PubChem)
NR3A LBD binder – binders of NR3A ligand-binding domain, primary screen, biophysical, differential scanning fluorimetry, uHTS. Glutamate receptor ionotropic, NMDA 3A (GRIN3A) ligand-binding domain. NR3A LBD differential scanning fluorimetry, Tm shift; 0% = protein alone, 100% = glycine-bound protein. Tm shift relative to glycine control, % at 25 µM. 340,000 tested, 2.5% active;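 active means melting temperature shift of at least 10% of the positive control shift, at one fixed dose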
PfG6PD inh – PfG6PD enzyme inhibitors, primary screen, biochemical, fluorescence intensity, uHTS; inhibition, % at 20 µM; glucose-6-phosphate dehydrogenase-6-phosphogluconolactonase (Plasmodium falciparum 3D7); PfGluPho enzyme, NADPH resazurin-diaphorase fluorescence; AID 504690, 2011; 350,000 tested, 0.78% active;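 active means inhibition reaching at least a set limit at 20 µM in the primary screen, cut at about 59% in these data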;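 further: 0% = DMSO wells with substrate and 100% = DMSO wells lacking glucose-6-phosphate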
SENP8 inh – human SENP8 protease inhibitors, primary screen, biochemical, fluorescence, Nedd8 protein substrate, uHTS. recombinant SENP8. inhibition, % at 20 µM. 360,000 tested, 0.64% active; in the data active means inhibition mostly above about 40%, no sharp cut-off; inactive means mostly below about 27%
SENP1 FRET inh – human SENP1 catalytic domain inhibitors, primary screen, biochemical, FRET, uHTS; AID 624204, 2012; recombinant SENP1 catalytic domain, CyPet-SUMO1-YPet FRET cleavage; inhibition, % at 10 µM; 360,000 tested, 0.21% active;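 active means inhibition at least 30% at 10 µM, raw YFP signal under a set limit, fluorescence ratio 0.5 to 1.5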;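 further: 0% = enzyme with DMSO and 100% = no enzyme wells; some results filed as inactive read as strong as hits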
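Controls: no-enzyme wells low, DMSO-plus-enzyme wells high control. Test system: human recombinant His6-tagged SENP1 catalytic domain enzyme. Reagent: SFCypet-SUMO1-SFYpet FRET protein substrate, 25 nM final. Doses: one dose per compound, 10 µM, 0.5% DMSO. Detection: FRET, CFP and YFP emission. Timing: 50 min reaction at room temperature.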
MPTP block – mitochondrial permeability transition pore inhibitors, primary screen, biochemical, isolated mouse mitochondria, absorbance; Ca2+ swelling absorbance, 30 min; inhibition, % at 10 µM; 360,000 tested, 1.4% active;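 active means inhibition of 50% or more, scaled per plate between neutral and stimulator controls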;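 further: 0% = DMSO wells given calcium and 100% = 1 mM EGTA wells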
SENP6 inh – SENP6 protease inhibitors, primary screen, biochemical, luminescence, uHTS; 330,000 tested, 1.8% active; inhibition, % at 10 µM; Sentrin-specific protease 6 (Homo sapiens), Q9GZR1; Recombinant SENP6 catalytic domain, aminoluciferin luminescence;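 active means inhibition above about 50% at the single tested dose, limit read from the data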;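 further: plate controls were DMSO wells with enzyme for no effect and DMSO wells lacking enzyme for full effect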
Target sequence (Q9GZR1 628-1112 limits assumed): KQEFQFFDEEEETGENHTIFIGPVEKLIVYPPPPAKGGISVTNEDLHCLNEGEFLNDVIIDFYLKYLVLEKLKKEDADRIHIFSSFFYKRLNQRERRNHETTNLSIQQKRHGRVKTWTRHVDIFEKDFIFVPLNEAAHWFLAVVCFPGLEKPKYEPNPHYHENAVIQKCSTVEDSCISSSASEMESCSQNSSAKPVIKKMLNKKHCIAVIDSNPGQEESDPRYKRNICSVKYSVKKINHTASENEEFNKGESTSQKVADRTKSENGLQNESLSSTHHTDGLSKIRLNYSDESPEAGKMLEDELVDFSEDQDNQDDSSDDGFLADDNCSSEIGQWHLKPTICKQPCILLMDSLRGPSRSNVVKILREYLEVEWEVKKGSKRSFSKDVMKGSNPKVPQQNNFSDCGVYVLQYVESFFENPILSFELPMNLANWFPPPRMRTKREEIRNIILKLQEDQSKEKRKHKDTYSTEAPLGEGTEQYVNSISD
ATG4B inhibitor – ATG4B protease inhibitors, primary screen, biochemical, fluorescence, uHTS | ATG4B cleavage of LC3-PLA2, NBD-HPC fluorescence, 1 h | inhibition, % at 8.33 µM | 340,000 tested, 0.51% active; in the data active means inhibition above about 40%
Target sequence (Q9Y4P1 whole entry, looked up): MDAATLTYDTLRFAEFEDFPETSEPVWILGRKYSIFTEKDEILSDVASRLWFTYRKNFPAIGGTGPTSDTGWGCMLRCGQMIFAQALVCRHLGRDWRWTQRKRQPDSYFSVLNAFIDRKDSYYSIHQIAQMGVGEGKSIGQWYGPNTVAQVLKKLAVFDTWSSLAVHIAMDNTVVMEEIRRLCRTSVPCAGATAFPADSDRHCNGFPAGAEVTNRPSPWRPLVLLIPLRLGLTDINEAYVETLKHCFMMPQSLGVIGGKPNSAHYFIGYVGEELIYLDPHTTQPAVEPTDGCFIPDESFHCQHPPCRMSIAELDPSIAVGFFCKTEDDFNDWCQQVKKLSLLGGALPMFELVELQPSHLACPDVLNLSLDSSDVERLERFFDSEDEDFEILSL
hIAP activ – human IAP activators, primary screen, biochemical, luminescence, uHTS; Intestinal-type alkaline phosphatase (Homo sapiens), P09923; purified human IAP, CDP-Star luminescence, 30 min; hits give high values; 1 = vehicle-only enzyme, 0 = enzyme-free background; activation factor at 10 µM; 330,000 tested, 0.16% active; AID 2524, 2010;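 active means activation factor of the enzyme at least 2-fold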; further: the source names both 10 and 20 µM as test concentration; values of inactives mirror those of a sister screen read the other way
The depositor's hits bear a star; i = inactive; / = no result given. An unsorted share of the library. Share with any hit: about 6.7%.

| mol | NR3A LBD binder | PfG6PD inh | SENP8 inh | SENP1 FRET inh | MPTP block | SENP6 inh | ATG4B inhibitor | hIAP activ |
| --- | --- | --- | --- | --- | --- | --- | --- | --- |
| COc1ccccc1NS(=O)(=O)c1ccc(C(=O)NCc2ccco2)cc1 | 1 | -11 | 17 | 1 | -0.6 | -4 | -4 | 0.92 |
| O=C(Nc1ccccc1C(=O)NC1CC1)c1ccc([N+](=O)[O-])o1 | 1 | 7 | -42 | -3 | -0.3 | 2 | 2 | 1.1 |
| CNc1oc(Cc2ccccc2)nc1S(=O)(=O)c1ccccc1 | 1 | -10 | 14 | -1 | -0.4 | -8 | 8 | 0.95 |
| CCCCn1c(-c2sccc2C)n[nH]c1=S | -2 | 26 | -75 | 0 | -0.8 | 5 | 0 | 1.1 |
| Cc1[nH]nc2c1C(c1cccs1)C(C#N)=C(N)O2 (stereo not given) | -1 | 5 | 13 | -1 | 0.1 | -9 | -5 | 0.99 |
| CCc1ccc(N(CC(=O)NCC2CCCO2)C(=O)CCC(=O)Nc2nccs2)cc1 (stereo not given) | -3 | -12 | -3 | 1 | -0.1 | -1 | 9 | 1 |
| Cc1ccc2[nH]c3c(c2c1)CN(C(=O)CN(C)CC1OCCO1)CC3 | 1 | -6 | -6 | -30 | 2.0 | 5 | -6 | 1 |
| COc1ccc2c(c1)c(N=NC(N)=S)c(O)n2CC(=O)c1ccccc1 | -2 | -2 | 19 | 2 | 1.2 | 2 | 1 | 0.94 |
| CC[C@H](C)[C@@H](CN[C@H](CCCCNC)CNC)NCC1CCCC1 | -1 | 10 | 29 | -23 | 0.0 | -10 | -2 | 1.1 |
| COCCCNC(=O)C[C@H]1C[C@H](C(=O)N2CCOCC2)[C@@]2(C)c3[nH]c4cc(CCC(=O)N(C)C)ccc4c3CCN2C1=O | 0 | 7 | 6 | -2 | -1.0 | / | / | / |
| COc1ccc(CC(=O)N2CCC(Nc3nc4ccccc4n3Cc3ccc(F)cc3)CC2)cc1 | -1 | 5 | 3 | 1 | -4.1 | -10 | 1 | 0.97 |
| O=S(=O)(Nc1nc2ccccc2nc1NCC1CCCO1)c1cccs1 (stereo not given) | 2 | -14 | i | -11 | -7.6 | -3 | -11 | 1.1 |
| Cc1oc(-c2ccccc2Cl)nc1CS(=O)(=O)CC(=O)NCCN1CCOCC1 | -2 | -13 | -42 | -1 | 1.1 | -4 | -5 | 0.93 |
| CC(C)(C)c1nnc(NC(=O)CS(=O)(=O)Cc2ccccc2)s1 | 0 | -11 | 1 | 0 | -0.2 | -11 | 3 | 1 |
| O=C1C2ON(c3ccccc3)C(c3ccncc3)C2C(=O)N1c1ccc(Br)cc1 (stereo not given) | 2 | -12 | 12 | -1 | 69* | -10 | -2 | 1.1 |
| CCc1ccccc1N1CC23C=CC(O2)C(C(=O)OCC(C)C)C3C1=O (stereo not given) | 0 | 9 | 2 | 2 | -1.0 | -1 | -3 | 0.87 |
| CC(=O)NC(CC(=O)Oc1ccc(C)cc1Br)c1ccccc1 (stereo not given) | 1 | 8 | 4 | 3 | 1.2 | 1 | -8 | 0.91 |
| CCC(C)(C)C1CCC2(CC1)NC(=O)N(CC(=O)N1CCN(C(=O)c3ccco3)CC1)C2=O (stereo not given) | 0 | 16 | 15 | -2 | -0.2 | -9 | -8 | 0.93 |
| CCCCCn1cnc2c(sc3nc4c(cc32)CSC(C)(C)C4)c1=O | -10 | 24 | -14 | -1 | 0.5 | 17 | -7 | 0.97 |
| Cc1nnc2sc(-c3ccc(NC(=O)c4ccc(-c5ccc(Cl)cc5Cl)o4)cc3)nn12 | 1 | -2 | -261 | -36 | 1.1 | -23 | -11 | 0.91 |

Some of the entries above in another layout:
> Cc1oc(-c2ccccc2Cl)nc1CS(=O)(=O)CC(=O)NCCN1CCOCC1
- NR3A LBD binder = -2
- PfG6PD inh = -13
- SENP8 inh = -42
- SENP1 FRET inh = -1
- MPTP block = 1.1
- SENP6 inh = -4
- ATG4B inhibitor = -5
- hIAP activ = 0.93
> CC(=O)NC(CC(=O)Oc1ccc(C)cc1Br)c1ccccc1 (stereo not given)
- NR3A LBD binder = 1
- PfG6PD inh = 8
- SENP8 inh = 4
- SENP1 FRET inh = 3
- MPTP block = 1.2
- SENP6 inh = 1
- ATG4B inhibitor = -8
- hIAP activ = 0.91
> CNc1oc(Cc2ccccc2)nc1S(=O)(=O)c1ccccc1
- NR3A LBD binder = 1
- PfG6PD inh = -10
- SENP8 inh = 14
- SENP1 FRET inh = -1
- MPTP block = -0.4
- SENP6 inh = -8
- ATG4B inhibitor = 8
- hIAP activ = 0.95

Further compounds.
| mol | NR3A LBD binder | PfG6PD inh | SENP8 inh | SENP1 FRET inh | MPTP block | SENP6 inh | ATG4B inhibitor | hIAP activ |
| --- | --- | --- | --- | --- | --- | --- | --- | --- |
| CC[C@]12c3[nH]c4ccccc4c3CCN1C(=O)C(CC(=O)NCCCn1ccnc1)C[C@@H]2C(=O)N1CCN(C(=O)C2CC2)CC1 (stereo not given in full) | 1 | -19 | 12 | -1 | 2.2 | -2 | -2 | 1 |
| COc1ccc(CNC(=O)C(C)N2CCN(c3ccc(C(C)=O)cc3)CC2)cc1 (stereo not given) | -4 | 1 | -28 | 2 | -0.2 | 16 | -12 | 1.1 |
| Cn1c(C(=O)N2CCCC(C(=O)NCc3ccccc3)C2)cc2sccc21 (stereo not given) | -3 | -4 | 12 | 1 | -1.3 | 5 | 3 | 1.1 |
| COC(=O)c1sc(NC(=O)CC(C)C)c(C(=O)OC)c1C | 21* | 8 | 3 | 4 | 1.5 | 2 | 7 | 1 |
| COc1ccc(C(=O)Nc2nc3ccccc3[nH]2)cc1S(=O)(=O)N1CCOCC1 | -2 | -9 | -49 | 0 | -0.9 | -2 | 0 | 1.3 |
| COc1ccc(CC(=O)N/N=C/c2cc(Br)cs2)cc1OC | -1 | 0 | 16 | 1 | 0.5 | -1 | -6 | 1.1 |
| CN(C)S(=O)(=O)n1cc(/C=C(\NC(=O)c2ccccc2F)C(=O)NCCCn2ccnc2)c2ccccc21 | -1 | -3 | 4 | 0 | -1.0 | 10 | -4 | 1.3 |
| CCCCCCSc1ccc([C@H]2N[C@@](Cc3ccccc3)(C(=O)OC)[C@H]3C(=O)N(CC)C(=O)[C@@H]23)cc1 | 0 | 16 | 9 | -1 | 1.0 | -11 | -5 | 0.93 |
| CN1C(=O)/C(=C\c2cc(Br)cs2)c2ccccc21 | 0 | 11 | 15 | 0 | 0.4 | 66* | 1 | 0.88 |
| CCCCOC(=O)NC1CCc2cc(OC)c(OC)c(OC)c2-c2ccc(SC)c(=O)cc21 (stereo not given) | 0 | 22 | 13 | -3 | 0.6 | / | -4 | / |
| O=C(Nc1cccc(S(=O)(=O)N2CCOCC2)c1)C1COc2ccccc2O1 (stereo not given) | 3 | 16 | 2 | 1 | -0.9 | -9 | -1 | 1.1 |
| CS(=O)(=O)c1ccc(N2CCN(S(=O)(=O)c3cccs3)CC2)c([N+](=O)[O-])c1 | 3 | 5 | 6 | 2 | -3.5 | 8 | -9 | 0.95 |
| COc1cc(NC(=S)NCCCO)c(OC)cc1Cl | 0 | -7 | 22 | 1 | -0.9 | -5 | -6 | 1.2 |
| CCOC(=O)c1cc(-c2ccc(Cl)s2)[nH]n1 | 1 | 14 | 7 | 2 | 1.8 | -13 | -11 | 1.5 |
| O=C(CN(c1ccc(Cl)c(C(F)(F)F)c1)S(=O)(=O)c1ccccc1)N1CCOCC1 | 14* | -21 | 16 | 1 | 2.3 | 2 | -3 | 1.2 |
| C[C@H]1CN([C@@H](C)CO)C(=O)CCCn2nncc2CO[C@H]1CN(C)C(=O)c1ccc(N2CCN(C)CC2)cc1 | / | 3 | 2 | 0 | -0.1 | / | / | / |
| CCCCOc1ncnc2c1[nH]c1ccc(C)cc12 | 1 | 19 | -364 | -1 | 83* | 16 | -5 | 1 |
| Cc1cc(S(=O)(=O)Nc2ccc(N3CCOCC3)cc2)ccc1Br | -1 | -1 | 11 | 3 | 0.4 | 8 | -11 | 0.88 |
| CC(C(=O)NCc1ccc2c(c1)OCO2)N(c1ccccc1)S(C)(=O)=O (stereo not given) | 0 | -7 | 6 | -2 | 0.4 | -10 | 5 | 0.97 |
| CC(OC(=O)c1ccc(-n2cnnn2)cc1)C(=O)Nc1ccccc1[N+](=O)[O-] (stereo not given) | -1 | 6 | 28 | 0 | -1.1 | 11 | -2 | 0.96 |

(continued)
Compound	NR3A LBD binder	PfG6PD inh	SENP8 inh	SENP1 FRET inh	MPTP block	SENP6 inh	ATG4B inhibitor	hIAP activ
O=C(O)C1CCCN(S(=O)(=O)Cc2ccccc2)C1 (stereo not given)	-3	4	19	1	-1.1	-4	4	1.1
Cc1ccccc1N1CCN(Cc2c[nH]c3ccccc23)CC1	9	6	8	-3	2.5	-19	11	0.96
C[C@H]1Cn2cnc(C(=O)Nc3ccccc3)c2C(=O)N1	/	-4	15	3	-0.6	/	/	/
O=C(NCC1CCCO1)c1cccc(NC(=O)c2ccco2)c1 (stereo not given)	-1	-12	1	0	-0.6	-6	-3	1.1
CSC1=NS(=O)(=O)c2c(C)nn(C)c2S1	3	63*	13	2	5.3	-6	1	1
Cc1cc(C)c(NC(=O)C2CCN(S(C)(=O)=O)CC2)c(C)c1	/	0	4	2	-0.6	/	/	/
N#Cc1c(-c2ccc(Cl)cc2)cc(-c2ccccc2)nc1SCC(=O)O	-5	-8	-55	7	1.3	3	21	0.84
Cc1ccc(C(=O)NCCCNC(=O)c2ccco2)cc1	3	6	4	-2	0.1	-3	1	0.93

Following part
Compound	NR3A LBD binder	PfG6PD inh	SENP8 inh	SENP1 FRET inh	MPTP block	SENP6 inh	ATG4B inhibitor	hIAP activ
O=C(NNC(=O)c1ccccc1C(=O)O)c1ccc(O)cc1	2	-2	-13	-5	-0.1	-12	-10	0.99
O=C(O)c1[nH]c2ccccc2c1C=NCc1ccccc1Cl	0	-11	-54	5	-3.6	1	10	0.88
Cc1ccc(S(=O)(=O)NCC2CCC(C(=O)N3CCOCC3)CC2)cc1 (stereo not given)	4	10	2	0	-0.2	-12	1	1
Cc1cc(C)c(C#N)c(N)n1	-1	-8	-71	2	-0.1	13	3	0.99
COc1ccc(/C=C/c2ccc3ccccc3[n+]2C)cc1OC	2	8	-31	23	-0.4	-12	-5	0.83
CCOC(=O)c1c(NC(=O)CSc2nnc(-c3cccnc3)o2)sc2c1CCC2	6	15	-1	1	4.5	-3	-14	1.1
CC(C)CCc1noc(CN2CCC(CCN3CCCC3=O)CC2)n1	-2	-7	-4	0	1.1	-6	11	0.97
COc1ccc(N=C2CCS(=O)(=O)c3sccc32)cc1	-1	7	14	1	0.7	-2	0	0.98
O=C1[C@H]2[C@@H](c3ccc(F)cc3)N3C(=O)N(c4ccc(C(F)(F)F)cc4)C(=O)[C@@]3(Cc3ccccc3)[C@H]2C(=O)N1C1CCCCC1	9	-1	13	2	2.3	4	9	0.85
CN1C(=O)/C(=C/c2cccc(Cl)c2)Sc2ccc(C(=O)NCc3cccnc3)cc21	-5	20	-91	-6	6.8	-31	-15	0.87
